GLD-1 TGE inh = GLD-1-TGE RNA interaction inhibition (C. elegans). purified GLD-1 + fluorescein TGE RNA, fluorescence polarization. inhibition, % at 5.96 µM. 320,000 tested, 0.44% active. AID 2280;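 active = percent inhibition above a per-plate cutoff, the plate mean of test compounds plus 3 SD, cut at about 30% in these data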;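 note: 0% = DMSO wells with GLD-1 and probe and 100% = wells lacking GLD-1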
MCL1 BIM primary = MCL1-BIM-BH3 interaction inhibition (human); Q07820; GST-MCL1 / FITC-Bim-BH3 fluorescence polarization; inhibition, % at 10.9 µM; 320,000 tested, 0.68% active; AID 2057;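 active = inhibition above the mean inhibition of all tested compounds plus 3 SD, set per campaign, cut at about 40% in these data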;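 note: 0% = DMSO wells and 100% = unlabeled Bim-BH3 peptide control; higher means more loss of mP so more displacement of Bim peptide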
EBNA-1 inh = blocks EBNA-1 binding to DNA. EBNA-1 DNA binding, fluorescence polarization. inhibition, % at 14.8 µM. 300,000 tested, 0.34% active; in the data active = inhibition above about 28%
BCLXL inh = Bcl-xL (human) inhibition. Q07817. GST-Bcl-xL / FITC-Bim BH3 peptide fluorescence polarization. inhibition, % at 10.9 µM. 320,000 tested, 0.7% active. AID 2129;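 active = inhibition above the mean of all tested compounds plus 3 SD, cutoff set per campaign, cut at about 30% in these data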;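 note: 0% = DMSO wells and 100% = unlabeled Bim-BH3 peptide competitor; inhibitors lower millipolarization by displacing the labeled peptide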
Fam108B counter = blocks mouse Fam108B hydrolase in RBBP9 counter-screen | recombinant Fam108B, FP-Rh probe fluorescence polarization | inhibition, % at 9.51 µM | 300,000 tested, 0.33% active | AID 1947;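 active = inhibition above the screen mean inhibition plus 3 SD, computed separately per campaign, cut at about 18% in these data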;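 note: inhibitors lower polarization as less probe binds the enzyme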
Yeast superoxide = lowers age-related superoxide in aged yeast cells | S. cerevisiae aged cells, superoxide DHE fluorescence; active compounds read low | superoxide response (% of plate mean), % at 10 µM | 330,000 tested, 0.18% active | AID 2690;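 active = superoxide response under a set limit, about three screen SD below normal, cut at about 65% in these data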;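 note: yeast aged for seven days with compound at 30 °C before DHE staining; 100% = average MFI of all compound-treated wells on the plate with controls excluded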
Efflux pump inh = inhibitors of Candida antifungal efflux pumps expressed in yeast. AID 485275. 330,000 tested, 0.44% active. inhibition, % at 10 µM. S. cerevisiae Candida pump triplex, Nile Red efflux;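 active = plate passing quality check with inhibition over a set limit, or well fluorescence over plate mean plus 4 SD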;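 note: Nile Red retained in pooled yeast measured as flow cytometry median fluorescence; 0% = buffer negative control and 100% = Enniatin B positive control; higher means more Nile Red kept so more efflux inhibition; some compounds called inactive have numbers as strong as hits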
ZTA DNA inh = blocks Epstein-Barr virus ZTA, an EBNA-1 counter-screen | P03206 | ZTA-DNA binding, fluorescence polarization | inhibition, % at 11 µM | 320,000 tested, 0.15% active | AID 2234; in the data active = inhibition above about 33%
MEX-5 binding = C. elegans MEX-5 TCR-2 RNA binding activity; 300,000 tested, 0.38% active; MEX-5/FITC-TCR2 RNA binding, fluorescence polarization; active compounds read low; Q9XUB2; activity score (negative = inhibition of binding), % at 10 µM;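 active = inhibition past about -25% in most replicates, and total fluorescence under double the plate's negative control median, limit read from the data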;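 note: 0% = DMSO and -100% = 5 µM competing unlabeled TCR2 RNA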
* marks the source's active call; other numbers are inactive results; . = not tested or not shown.

Results follow in this order: GLD-1 TGE inh	MCL1 BIM primary	EBNA-1 inh	BCLXL inh	Fam108B counter	Yeast superoxide	Efflux pump inh	ZTA DNA inh	MEX-5 binding
CCOCCn1c(N2CCN(c3ccccc3)CC2)nc2c1c(=O)n(C)c(=O)n2C
→ -1	1	5	0	0	99	0.0	-10	-1.1
O=C1CN(C(=O)COC(=O)CNC(=O)c2ccc(Cl)cc2)c2ccccc2N1
→ -5	-5	5	1	-2	111	0.1	2	0.2
O=C(NC(=S)Nc1ccc(-c2nc3ncccc3o2)cc1)c1ccccc1F
→ -2	4	2	-4	-10	124	0.2	7	-4.4
Cc1ccc(S(=O)(=O)N2CCN(C(=O)c3ccccc3OCc3c(C)noc3C)CC2)cc1
→ -15	7	.	2	.	129	-0.1	10	.
CCOC(=O)NC(N(O)c1cccc(Cl)c1)C(Cl)(Cl)Cl (centres undefined)
→ 1	-2	-9	4	0	82	0.1	-2	1.2
COc1ccc(C(=O)Nc2c(Cl)cc(Cl)cc2C(=O)NCc2ccco2)cc1
→ 0	5	5	6	-1	92	0.1	3	-0.9
COc1ccccc1OCCNC(=O)c1cc(F)c(F)cc1Cl
→ -1	3	-3	3	2	92	0.0	-1	-0.6
O=C(CSc1n[nH]c(-c2ccncc2)n1)Nc1ccccc1
→ -2	2	-9	1	2	102	0.0	5	-3.2
CC(C1CC2CCC1C2)n1c(-c2cccs2)n[nH]c1=S (centres undefined)
→ -6	-2	1	6	-2	112	-0.1	7	3.0
CCOC(=O)c1cc(C)sc1NC(=O)CCC(=O)O
→ 1	4	12	6	0	91	0.0	9	.
O=C(NC1(Cc2ccc(O)cc2)CCCCC1)c1ccccc1
→ 13	9	7	4	-1	102	0.0	-18	-1.1
Cc1cc2c(cc(C(=O)OC(C(=O)NCC3CCCO3)C(C)C)n2C)o1 (centres undefined)
→ -2	-5	3	1	3	96	0.0	3	-1.5
CC(C)COC(=O)Nc1nnc(SCc2ccccc2F)s1
→ 2	-1	0	-3	-2	90	-0.1	-4	0.8
CCCCn1c(=O)[nH]c2ccccc21
→ -4	-20	-6	-10	-11	108	0.4	-8	-0.6
COc1cccc2cc(C(=O)Nc3cccc(C)n3)c(=O)oc12
→ 3	2	7	-1	-3	86	-0.1	4	0.4

Reprinted from the part before: 2 compounds; new compounds follow.
Results follow in this order: GLD-1 TGE inh	MCL1 BIM primary	EBNA-1 inh	BCLXL inh	Fam108B counter	Yeast superoxide	Efflux pump inh	ZTA DNA inh	MEX-5 binding
CCCCn1c(=O)[nH]c2ccccc21
→ -4	-20	-6	-10	-11	108	0.4	-8	-0.6
COc1cccc2cc(C(=O)Nc3cccc(C)n3)c(=O)oc12
→ 3	2	7	-1	-3	86	-0.1	4	0.4
COc1ccc(NC(=O)COc2ccc3c(c2)OCO3)cc1
→ 4	5	7	1	-1	93	0.1	16	-1.1
S=c1nc(-c2ccccc2)n(CCN2CCOCC2)c2c1CCCC2
→ -3	5	14	10	9	88	-0.2	6	-1.8
CC1CCOC2(O1)C(=O)N(CN1CCN(c3cccc(Cl)c3)CC1)c1ccccc12 (centres undefined)
→ 2	9	-8	3	1	99	-0.1	-5	3.0
Cc1cccc(NC(=O)C2CCN(S(=O)(=O)c3ccc4c(c3)OCCO4)CC2)n1
→ -4	-2	1	0	-3	94	0.2	11	2.5
CN(C)C(=O)CCC(=O)N1CCCC(N2CCN(c3cccc(C(F)(F)F)c3)CC2)C1 (centres undefined)
→ 3	-3	-8	-3	1	97	0.0	-11	-1.2
COc1cc(C(=O)Nc2ccc(C)cn2)ccc1OCC(=O)N1CCOCC1
→ 9	5	.	5	.	95	-0.3	8	.
CCn1nc(NS(=O)(=O)c2cccc3nonc23)c2cc3ccc(C)cc3nc21
→ 2	7	-9	16	-3	116	0.0	1	1.7
CN1CCN(C(=O)c2ccccc2NC(=O)c2cccs2)CC1
→ -3	6	3	1	4	93	0.0	20	-0.3
CSC(=NC#N)N1CCN(c2c(C)cccc2C)CC1
→ 2	-2	4	2	-1	92	0.1	-18	0.2
CC(=O)Nc1ccc(SC[C@H](C)CN2CC[C@H](C(C)(C)C)CCC2=O)cc1
→ -3	12	.	6	.	115	0.1	-12	.
CC(C)CNS(=O)(=O)c1ccc(CCC(=O)O)cc1
→ 4	-5	-4	1	-1	97	0.1	-2	-1.1
COc1ccc(CNC(=O)CN2C(=O)CSc3ccc(S(=O)(=O)N4CCOCC4)cc32)cc1
→ -2	-6	4	4	0	133	0.0	7	1.8
NS(=O)(=O)c1ccc(NC(=O)Nc2ccc(C(F)(F)F)cc2)cc1
→ 9	6	-12	8	-20	96	-0.1	-19	3.0
Cc1ccc(-n2c(CSc3nc(C)cc(C)n3)nnc2SCC(=O)NCc2ccco2)cc1
→ 8	-1	-6	-6	3	99	-0.1	-2	-1.5
COc1cc(C(=O)O)ccc1O
→ 6	0	-3	4	5	99	0.0	6	-1.0
Cc1c(CCC(=O)N[C@@H](CC(C)C)C(=O)O)c(=O)oc2c(C)c3oc4c(c3cc12)CCCC4
→ 12	-3	15	6	-1	100	0.0	14	0.9
O=C(Cc1ccc(Cl)cc1)N/N=C/c1c(Cl)cccc1Cl
→ 2	-6	1	-3	-1	93	-0.1	-18	-2.1
CC(=O)CSc1nc2c(c(=O)[nH]c(=O)n2C)n1Cc1ccccc1Cl
→ -5	-3	3	-1	2	104	0.3	0	-0.7
Cc1nn(C)cc1CN(C)S(=O)(=O)c1cccc([N+](=O)[O-])c1
→ 3	-2	-9	-3	0	107	0.2	4	0.7
Cc1ccc(CC(=O)N/N=C/c2ccc3c(c2)OCO3)cc1
→ -6	6	9	2	0	100	-0.2	5	3.4
O=C(c1cccc(C(F)(F)F)c1)C1CCCN(C(=O)c2cc(C3CC3)[nH]n2)C1 (centres undefined)
→ 10	9	7	5	2	109	0.1	2	1.6
O=C(c1ncc[nH]1)c1ccco1
→ 0	-4	-7	-1	-6	89	0.0	-3	-2.4
O=S(=O)(c1cccc2cccnc12)N1CCN(Cc2ccccc2)CC1
→ 2	-4	0	1	-2	96	-0.2	2	3.6
O=S(=O)(Nc1nc(-c2ccccc2)cs1)c1cccc(C(F)(F)F)c1
→ 10	7	5	8	12	109	-0.2	-6	2.2
CCCOP(=O)(c1ccc(N(C)C)cc1)C(Nc1ccccc1)c1ccc(N(C)C)cc1 (centres undefined)
→ 4	2	-7	-1	2	110	2.6*	0	2.1
Cc1oc2ccccc2c1CNC(=O)N(C)C
→ 1	-3	-6	1	1	107	0.1	10	2.6
COCCNC(=O)c1ccc2snnc2c1
→ 10	1	-2	3	0	103	-0.1	3	0.2
COc1ccc(NC(C)=O)cc1S(=O)(=O)N(C)Cc1c(C)nn(-c2ccccc2)c1C
→ 3	12	.	10	.	102	0.1	3	.
CC1CCCCC1NC(=O)C1CCCN1S(=O)(=O)c1cccc2nsnc12 (centres undefined)
→ -1	-11	-10	0	0	112	0.3	-12	0.8
Cn1c2ccccc2c(=O)c2ccc(C#CC3(O)CCCCC3)cc21
→ 7	-1	-4	4	-4	107	0.2	7	2.4
O=C(O)C(Cc1ccc(O)cc1)N1C(=O)C2CCCCC2C1=O (centres undefined)
→ -9	-4	5	0	2	87	0.0	-6	1.3
O=C(CCCc1cccs1)Nc1nc2c(s1)CCCC2
→ -1	8	7	0	8	91	0.0	-11	-1.6
Cc1c(C(=O)N2CCC2)oc2ccc(Br)cc12
→ 10	-2	8	0	1	103	0.0	8	0.2
O=C(CSc1nnc(CNC(=O)c2ccccc2)o1)NCC1CCCO1 (centres undefined)
→ 7	-4	3	4	-1	101	0.0	-17	1.4
CCOc1ccc(CCNC(=O)C2CCCN(S(=O)(=O)c3c(C)n[nH]c3C)C2)cc1OCC (centres undefined)
→ 0	0	2	6	1	97	0.0	1	-1.2
CCN(c1cccc(C)c1)S(=O)(=O)c1cc(CN2C(=O)c3cccnc3C2=O)ccc1OC
→ 4	4	-5	4	0	92	-0.1	-3	0.3
COC(=O)c1ccccc1NC(=O)CCCn1nc(C)c2c(C)n(-c3ccccc3)nc2c1=O
→ 2	0	-3	5	4	81	0.0	3	-2.0
CC(C)(C)c1ccc(C(=O)N/N=C/c2cccc(Cl)c2)cc1
→ 7	-1	4	3	-29	99	-0.3	11	1.8
N/C(=N\c1nc2ccccc2o1)NC(=O)c1ccc(F)cc1
→ -3	-5	-16	0	-5	120	0.2	2	-5.3
O=C(c1c(F)c(F)c(F)c(F)c1F)N1CCN(Cc2ccc3c(c2)OCO3)CC1
→ -4	-2	17	4	1	116	-0.1	-6	1.6
Cc1cccc(NC(=O)c2cccc(N3C(=O)C4C5C=CC(C6CC56)C4C3=O)c2)c1 (centres undefined)
→ 6	-1	7	3	3	94	0.0	6	1.6
Cc1nc(SCC(=O)Nc2ccccc2C(F)(F)F)c(C#N)c(C)c1CC(=O)c1ccc(Br)cc1
→ 1	3	-9	4	-3	111	-0.2	0	-0.3
NC(=O)c1cc(-c2ccccc2)nc(N2CCCCCC2)n1
→ 1	1	-1	4	-2	103	0.1	4	-3.7
CCCCC[C@H]1CN(C2CCCCC2)C(=O)[C@@H]1CC(=O)NCc1ccccc1
→ -3	13	6	11	3	89	0.2	-3	0.1
Cc1ccccc1-c1nc(CS(=O)CC(=O)NC2CCCCC2)c(C)o1 (centres undefined)
→ 0	-1	2	-1	-7	110	0.4	-1	-0.1
O=C(O)C/C(=C\c1cccc(NC(=O)c2ccccc2Cl)c1)c1nc2ccccc2s1
→ 5	-7	9	-8	-9	127	0.1	22	1.8
COc1ccc(N2CCN(Cc3nc4scc(-c5cccs5)c4c(=O)[nH]3)CC2)cc1
→ 2	-8	-18	-2	-6	114	0.0	-14	-1.3
O=C(O)CCSc1nc2ccccc2n1Cc1ccccc1
→ 1	-3	-4	3	-4	102	0.2	-1	-3.3
Cc1ccc(-c2ccc(SCC(=O)NC3CCCCC3)nn2)cc1
→ 2	3	9	6	2	107	-0.1	-10	3.1
CCOc1ccc(NC(=O)N2CCN(S(C)(=O)=O)CC2)cc1
→ -8	-3	-10	-2	-2	126	0.0	0	9.7
CCOC(=O)C1(C(F)(F)F)N=C(c2ccccc2F)OC(N(C)C)=N1 (centres undefined)
→ 8	-3	-4	-1	-5	89	0.2	3	1.0
CCCc1sc(N)nc1-c1ccc(Cl)cc1
→ 19	-8	5	-1	5	79	0.4	7	0.5
C/C(=N\NC(=O)CSc1nc2ccccc2s1)c1ccco1
→ -1	6	5	5	-1	103	0.1	4	1.3
Cc1cc2nc3s/c(=C/c4ccc(-c5ccccc5C(=O)O)o4)c(=O)n3c2cc1C
→ -23	-33	16	-25	7	94	0.9*	-7	-6.2
Fc1cccc(Cl)c1CNC(c1ccccc1)c1ccccc1
→ 2	9	-4	9	-2	93	0.0	8	5.2
COc1ccc(C2C(C(=O)Nc3ccccc3)=C(C)Nc3nc(CCCO)nn32)cc1 (centres undefined)
→ -4	-4	9	3	1	101	0.0	5	0.4
CCCNc1nc2c(c(=O)[nH]c(=O)n2C)n1CCOc1ccccc1
→ -6	4	-6	4	1	103	0.4	-4	-1.9
CCCCCn1nc(C)c(/C=N\NC(=O)c2cc(C)oc2C)c1C
→ 5	6	14	1	7	98	0.0	13	-2.1
Cc1n[nH]c(C)c1N1C(=O)c2cccc3c(Br)ccc(c23)C1=O
→ 6	7	-7	8	-1	93	0.0	7	-0.2
CCOc1ccc2[nH]c3nc(SCC(=O)NC4CCCC4)nnc3c2c1
→ 2	-7	-7	5	-1	94	0.1	-3	0.8

Screening data as filed in PubChem BioAssay.
